Source: PubChem BioAssay
CHT block = inhibitors of human choline transporter CHT; Q9GZV3; B-score at 10 µM; CHT-expressing cells, membrane potential dye, choline response; stronger effect = lower value; 310,000 tested, 0.86% active; AID 488975;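 active = B-score over 3 SD under the library average, and starting fluorescence ratio not unusually high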;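 note: choline stimulus applied at its EC90 after an EC20 pre-addition; B-score computed on integrated fluorescence ratio after choline addition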
Target sequence (Q9GZV3 whole entry, looked up): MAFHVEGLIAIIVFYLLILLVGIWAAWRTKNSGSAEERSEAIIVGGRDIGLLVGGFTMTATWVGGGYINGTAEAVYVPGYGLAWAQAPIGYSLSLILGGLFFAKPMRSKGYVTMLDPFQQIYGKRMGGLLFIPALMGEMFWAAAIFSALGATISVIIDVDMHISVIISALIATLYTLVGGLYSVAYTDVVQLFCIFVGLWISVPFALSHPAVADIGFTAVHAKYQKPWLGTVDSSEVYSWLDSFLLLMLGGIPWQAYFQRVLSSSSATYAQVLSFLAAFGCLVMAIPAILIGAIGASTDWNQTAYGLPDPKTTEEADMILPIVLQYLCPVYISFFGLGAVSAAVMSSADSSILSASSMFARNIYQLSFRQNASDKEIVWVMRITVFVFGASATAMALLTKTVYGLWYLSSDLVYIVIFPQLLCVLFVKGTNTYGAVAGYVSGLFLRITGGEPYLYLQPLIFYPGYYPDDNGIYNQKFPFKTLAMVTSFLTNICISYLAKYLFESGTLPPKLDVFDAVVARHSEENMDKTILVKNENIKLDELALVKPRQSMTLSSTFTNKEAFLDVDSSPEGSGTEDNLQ
Kir21 inh = inhibitors of mouse Kir2.1 inward-rectifier potassium channel. P35561. HEK293-Kir2.1, FluxOR thallium flux fluorescence; stronger effect = lower value. B-score at 10 µM. 310,000 tested, 0.85% active. AID 1672;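 active = fluorescence ratio B-score at or below minus 3 SD of library scores, with starting-brightness B-score within 2 SD, cut at about -4.2 in these data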;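 note: channel flux triggered by added potassium and thallium sulfate stimulus; B-score of peak minus minimum fluorescence over baseline after thallium stimulus; more negative B-score means stronger Kir2.1 block with less thallium influx; some compounds called inactive have numbers as strong as hits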
Target sequence (P35561 whole entry, looked up): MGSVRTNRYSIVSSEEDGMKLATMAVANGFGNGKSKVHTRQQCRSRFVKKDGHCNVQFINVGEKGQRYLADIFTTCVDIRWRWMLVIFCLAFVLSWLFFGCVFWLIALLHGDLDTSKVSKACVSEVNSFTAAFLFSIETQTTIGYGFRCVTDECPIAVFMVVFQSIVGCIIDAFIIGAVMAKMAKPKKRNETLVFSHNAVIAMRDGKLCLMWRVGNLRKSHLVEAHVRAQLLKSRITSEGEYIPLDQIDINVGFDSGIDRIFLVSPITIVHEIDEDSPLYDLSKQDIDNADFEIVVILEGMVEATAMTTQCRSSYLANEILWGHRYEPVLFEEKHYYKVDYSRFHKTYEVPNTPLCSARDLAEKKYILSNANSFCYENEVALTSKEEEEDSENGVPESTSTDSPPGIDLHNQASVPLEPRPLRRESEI
An asterisk follows results filed as active; i = inactive; . = no result given.

SMILES	CHT block	Kir21 inh
Cc1cc(NC(=O)CCC(=O)N(CCC(C)C)C(C(=O)NC2CCCC2)c2cccnc2)no1 (stereo not given)	i	0.43
N/C(=N\OC(=O)c1ccc(Cl)cc1)c1cccnc1	i	-2.4
COc1cc(OC)nc(NC(=O)CSc2nc3ccccc3o2)n1	i	0.83
COc1ccc(OC)c(NC(=O)Cn2cc(C(=O)c3ccco3)c3ccccc32)c1	i	2.6
COc1ccc(CCNC(=O)CSc2ccc(-c3ccco3)nn2)cc1OC	i	0.4
O=C(O)CCN1C(=O)c2ccc(NC(=O)CSc3ccc(Cl)cc3)cc2C1=O	i	-0.4
C=CCN1C(=O)c2ccc(C(=O)N(C)CC(=O)Nc3ccccc3Br)cc2C1=O	i	0.9
COc1cc(C2C(C#N)=C(N)Oc3cc(C)oc(=O)c32)ccc1OC(=O)N1CCOCC1 (stereo not given)	i	0.66
Cc1nc(N)[nH]c(=O)c1CC(=O)OCCCl	i	1.6
CCN(CC)S(=O)(=O)c1ccc(C)c(NC(=O)CSc2nc3ccc(C)cc3[nH]2)c1	i	-1.1
CCOCCCNC(=O)CS(=O)(=O)Cc1nc(-c2cccc(OC)c2)oc1C	i	-0.98
CCOc1ccc(N(CC(=O)Nc2ccc(C)c(C)c2)S(=O)(=O)c2c(C)[nH]c(=O)[nH]c2=O)cc1	i	-0.62
O=c1c2cc(Cl)ccc2[nH]c(=S)n1Cc1ccccn1	i	0.91
CC1CCC2(CC1)NC(=O)c1ccccc1O2 (stereo not given)	i	-1.4
C/C(=N\S(=O)(=O)c1ccc(C)cc1)N1CCN(S(=O)(=O)c2ccccc2)C1	i	-1.3
Cc1cccc(C)c1NC(=O)C1(NC(=O)C2CCCN2C(=O)OC(C)(C)C)CCCCC1 (stereo not given)	i	-0.04
Cc1ccc(-c2nc3ccc(C(=O)O)cc3nc2-c2ccc(C)cc2)cc1	i	0.05
COc1ccc([N+](=O)[O-])cc1NC(=O)c1ccc(N(Cc2ccccc2Cl)S(C)(=O)=O)cc1	i	0.53
COc1ccc(NC(=S)/N=C(\N)Nc2nc(C)c3ccc(C)cc3n2)cc1	i	1.6
Cc1ccccc1N=Cc1cc2c(cc1O)OC(N)=C(C#N)C2c1ccccc1 (stereo not given)	i	-1.7
COCOc1ccc(C=O)c(OCOC)c1	i	-0.22
COc1ccc(N(C)S(=O)(=O)c2cccc(C(=O)Nc3ccc(OC)nc3)c2)cc1	i	-0.42
CCOC(=O)c1nn(-c2ccc(Cl)cc2)c2nnc(Cc3ccc(C)cc3)c(=O)n12	-5.9*	-0.01
COc1ccc(C(O)P(=O)(OC(C)C)OC(C)C)c(OC)c1 (stereo not given)	i	-0.09
COCCCNC(=O)C1CC(=O)N(Cc2ccc(OC)cc2)C1 (stereo not given)	i	0.32
O=C(CSc1nnc(Cc2cc(=O)[nH]c(=O)[nH]2)n1-c1ccc(F)cc1)N1CCCCC1	i	-0.01
CCOc1ccc(CNC(=S)Nc2ccccc2)cc1Cl	i	-0.02
N#CC(C(=O)OC1CCCCC1)c1nc2ccccc2nc1N1CCCCC1 (stereo not given)	.	1.3
CCCc1nc2ccccc2[nH]1	i	1.1
CC(C)CN(C(=O)CN1CCN(c2ccc(O)cc2)CC1)c1c(N)n(CC(C)C)c(=O)[nH]c1=O	i	-2

Structures listed so far printed as active in CHT block.
SMILES	CHT block	Kir21 inh
CCOC(=O)c1nn(-c2ccc(Cl)cc2)c2nnc(Cc3ccc(C)cc3)c(=O)n12	-5.9*	-0.01

(more compounds)
SMILES	CHT block	Kir21 inh
CC(C(=O)O)n1nc2ccccc2n1 (stereo not given)	i	-0.31
Cc1nn(C(C)C(=O)NCCc2ccccc2)c(=O)c2cc3occc3n12 (stereo not given)	i	-1.6
O=C(CSc1nc2ccccc2c(=O)n1CC1CCCCC1)N1CCOCC1	i	1.8
Cc1nn(C)cc1C(C(=O)NC1CCCCC1)N(C(=O)c1cnccn1)c1ccc(Oc2ccccc2)cc1 (stereo not given)	i	-1.5
COCCCNCCCOc1ccc(Cl)cc1C(C)(C)C	i	-5.1*
Cc1ccc(NC(=O)COC(=O)c2ccccc2Nc2ccccc2)cc1	i	-1
O=C(Nc1ccc2c(c1)OCCO2)C1CCCN1S(=O)(=O)c1ccc(Cl)cc1 (stereo not given)	i	-0.36
N/C(=N\OC(=O)N1CCOCC1)c1ccc(Br)cc1	i	-0.84
CN(CC(=O)Nc1ccccc1C(F)(F)F)C(=O)c1cc(Cl)nc2ccccc12	i	1.1
CC(=O)c1c(C)[nH]c(C(=O)OCC(=O)N2CC(C)OC(C)C2)c1C (stereo not given)	i	0.1
CCO[C@@H]1OC(C(=O)O)=C[C@H](c2coc3ccccc3c2=O)[C@H]1CCCO	i	-0.66
CN(C)c1cc(-c2ccc([N+](=O)[O-])cc2)oc(=O)c1Cl	i	0.93
O=C(c1cccc(N2CCCC2=O)c1)N1CCOCC1	i	0.1
Cc1cc(NC(=O)CN2CCN(c3cccc(Cl)c3)CC2)no1	i	0.54
CCCCc1nnc(SCC(=O)NC2CCCCC2)n1C	i	0.92
O=[N+]([O-])c1ccc(N2CCN(c3ccccc3)CC2)cc1	i	0
CC(=O)Nc1sc2c(c1C(c1ccccc1)N1CCOCC1)CCCC2 (stereo not given)	i	-1.4
O=C(c1ccc(N2CCOCC2)c([N+](=O)[O-])c1)N1CCCC(C(F)(F)F)C1 (stereo not given)	i	-0.41
Cc1cccc(C)c1NC(=O)C(Cl)=C(Cl)Cl	i	-0.77
O=C(NCc1ccccc1)c1ccc(Br)cc1Br	i	-1.8
COc1ccc2[nH]c3nc(SCC(=O)NC4CC4)nnc3c2c1	i	0.92
C[C@H](CCC(=O)O)[C@H]1CC[C@H]2[C@@H]3CC[C@@H]4C[C@H](O)CC[C@]4(C)[C@H]3C[C@H](O)[C@]12C	-6.5*	-0.1
CCOC(CNC(=O)c1ccc2c(c1)ncn2-c1ccccc1OC)OCC	i	-0.18
COc1ccc2nc(SCC(=O)Nc3cc(C)on3)[nH]c2c1	i	-1.5
O=C(Cc1ccc([N+](=O)[O-])cc1)Nc1ccc(Br)cn1	i	1
O=C(CNS(=O)(=O)c1ccccc1)NCC(=O)OCc1ccc(Br)cc1	i	1.1
CN(C)c1nc(-c2ccccc2)nnc1C(F)(F)F	i	1
Cc1noc(/C=C/N(C)C)c1S(=O)(=O)NC1CCCCC1	i	-3.5
CCOc1ccc(CN2CCN(CCCc3ccccc3)C(CCO)C2)cc1 (stereo not given)	i	-0.97
CCCCNC(=O)CCSc1ccc(C)cc1	i	-0.57
Cc1c(C(=O)N2CCCCC2)c(S(=O)(=O)NCc2ccc(Cl)cc2)c(C)n1C	i	-1.3
OC(CN=c1sc2ccccc2n1CC(O)COc1ccccc1)COc1ccccc1 (stereo not given)	i	-0.49
NC(=O)C1CCN(C2CC(=O)NC2=O)CC1 (stereo not given)	i	0.07
CNS(=O)(=O)c1cccc(C(=O)OCC(=O)NC2CCCC2)c1	i	0.02
O=C(/C=C/c1ccco1)OCc1nnc(-c2ccccc2)o1	i	1.4
Cn1nccc1C(=O)N1CCCC(N2CCN(c3cccc(C(F)(F)F)c3)CC2)C1 (stereo not given)	i	-0.2
O=C(CN1CCC(c2nc3ccccc3s2)CC1)N1CCCCC1	i	1.2
O=C1N(c2ccccc2)C[C@@H]2C[C@@H](c3cccs3)N3CCC[C@@]123	i	-0.1
O=C(CSC(=S)N1CCCC1)NCC(=O)Nc1ccccc1Br	i	0.23
CCCCC(NC(C)=O)c1nc2ccccc2[nH]1 (stereo not given)	i	-0.57
CCCC1(C)NC(=O)c2ccccc2O1 (stereo not given)	i	-0.63
CCCCCN1C/C=C\C(c2ccc(OC)cc2)N(Cc2ccc(F)cc2)C(=O)C1 (stereo not given)	i	-1.2
Cc1cccc(/C=C/C(=O)c2ccc(N3CCOCC3)cc2)c1	i	-0.2
Cc1nc(CN(C)Cc2nc(Cc3cccc(F)c3)no2)cs1	i	0.85
COc1ccc(OC)c(CCNC(=O)CCC(=O)N2CCOc3ccc(C)cc32)c1	i	1.1

Of the compounds above, 4 have a furan ring, fused or not:
SMILES	CHT block	Kir21 inh
COc1ccc(OC)c(NC(=O)Cn2cc(C(=O)c3ccco3)c3ccccc32)c1	i	2.6
COc1ccc(CCNC(=O)CSc2ccc(-c3ccco3)nn2)cc1OC	i	0.4
Cc1nn(C(C)C(=O)NCCc2ccccc2)c(=O)c2cc3occc3n12 (stereo not given)	i	-1.6
O=C(/C=C/c1ccco1)OCc1nnc(-c2ccccc2)o1	i	1.4

Later entries:
SMILES	CHT block	Kir21 inh
CCOc1ccc(NC(=O)CN(C)C(=O)c2c(C)nn(-c3ccc(F)cc3)c2Cl)cc1OCC	i	-0.26
COc1ccc(CN2CCNC(=O)C2CC(=O)N(C)Cc2ccccn2)cc1OC (stereo not given)	i	0.02
O=C(CN(CC1CCCO1)C(=O)CNS(=O)(=O)c1ccc(Cl)cc1)NC1CCCC1 (stereo not given)	i	-0.66
COc1cc(C)c(Cl)cc1S(=O)(=O)NCCN1CCOCC1	i	3.3
O=C1C(Cc2ccccc2)SC(=Nc2ccccc2)N1c1ccccc1 (stereo not given)	i	0.25
COC(=O)c1ccc(CSc2nnc(-c3ccc4c(c3)OCO4)n2-c2ccccc2)o1	i	-1.5
C#CCOC(=O)C(NC(=O)c1ccccc1)=C1CCCCC1	i	0.01
COc1ccc([N+](=O)[O-])c(OC)c1C(=O)NC(=O)Nc1c(F)cc(F)cc1F	i	-0.04
COc1cc2c(cc1OC)CN(Cc1cc(=O)oc3c(C)c(C)ccc13)CC2	i	-0.01
Cc1nn2c(nc1=O)NNC2(C)C(C)(C)C (stereo not given)	i	-2.2
Fc1cccc(Cl)c1CNC(c1ccccc1)c1ccccc1	i	0.31
COc1ccc(NC(=O)N2Cc3ccccc3CC2C(=O)NC(C)(C)C)cc1 (stereo not given)	i	0.01
Cc1ccc(C(C)C)c(OCCOCCN2CCNCC2)c1	-6.9*	-1.8
COc1ccccc1NC(=O)CN1CCN(Cc2ccccc2)CC1	i	-0.22
O=C(NCc1ccc(Cl)cc1)c1ccc(CSc2nc3ccncc3[nH]2)cc1	i	-2.7
Cc1ccc(S(=O)(=O)N2CCCCC2c2cccnc2)c(C)c1C (stereo not given)	i	-3.7
N#C/C(=C\c1ccc(OCc2ccc(Cl)cc2)cc1)C(=O)Nc1cccc(C(=O)O)c1	i	-0.01
COc1ccc(S(N)(=O)=O)cc1-c1nnc2c3ccccc3c(C)nn12	i	-1.8
O=C(Nc1ccc(Oc2ccc3ccccc3c2)cc1)c1ccco1	i	0.83
O=C(Nc1ccc(S(=O)(=O)Nc2nccs2)cc1)C1CC(=O)N(c2ccccc2)C1 (stereo not given)	i	0.09
Cc1cc(C)n2nc(CC(=O)NNC(=O)COc3ccccc3)nc2n1	i	-0.87
CN(C)CCCn1c(=S)[nH]c2ccccc2c1=O	i	-0.55
CCCOC(=O)Nc1cccc(C(C)=O)c1	i	-0.45
N#Cc1c(-c2ccc(Cl)cc2)c2c([nH]c1=O)-c1ccccc1OC2	i	-0.1
CCOc1ccc(/C=N/OCC(=O)Nc2ccc3c(c2)OCO3)cc1	i	-0.8
O=C(NNC(=O)c1ccccc1Br)c1cccs1	i	1.5
O=C(N/C(=C/c1ccccc1)C(=O)N1CCCCC1)c1ccco1	i	0
O=S(=O)(Nc1ccc(-c2cn3ccsc3n2)cc1)c1ccc2c(c1)OCCO2	i	1.4
CC(=O)C1=C(c2ccccc2)NC(=O)NC1c1ccccc1OCC#N (stereo not given)	i	-0.94
COC(=O)c1sccc1NC(=O)Nc1cccc(F)c1	i	-0.89

Reformatted field by field: 4 of the compounds above.
CN(C)CCCn1c(=S)[nH]c2ccccc2c1=O
  CHT block: i	Kir21 inh: -0.55
CC(=O)C1=C(c2ccccc2)NC(=O)NC1c1ccccc1OCC#N (stereo not given)
  CHT block: i	Kir21 inh: -0.94
COc1ccc(S(N)(=O)=O)cc1-c1nnc2c3ccccc3c(C)nn12
  CHT block: i	Kir21 inh: -1.8
N#C/C(=C\c1ccc(OCc2ccc(Cl)cc2)cc1)C(=O)Nc1cccc(C(=O)O)c1
  CHT block: i	Kir21 inh: -0.01

The results go on.
SMILES	CHT block	Kir21 inh
COc1cccc(-c2noc(CCC(=O)NC3CCCCC3)n2)c1	i	0
CC(C)c1nnc(NC(=O)Cc2cccs2)s1	i	0.32
COC(=O)/C(=C/Nc1ccc(O)cc1)[N+](=O)[O-]	i	-0.61
Cc1nc(-c2cccc(NC(=O)c3ccco3)c2)cs1	i	2.8
O=C1c2ccccc2C(Nc2ccc3c(c2)OCCO3)N1c1ccccn1 (stereo not given)	i	2.5
Cc1ccc[n+](CC(=O)c2ccc(-c3ccccc3)cc2)c1	-11*	-0.1
COc1ccc(CCN2C(=O)NC(NC(=O)CCc3ccccc3)(C(F)(F)F)C2=O)cc1OC (stereo not given)	i	1.5
O=C(NCc1ccccn1)C1CC(c2ccccc2Cl)=NO1 (stereo not given)	i	0.92
CCOc1ccccc1NC(=S)NNS(=O)(=O)c1c(C)cc(C)cc1C	i	0.36
CCN(CC)C(=O)c1sc(NC(=O)c2cc(-c3ccc(C)s3)nc3ccccc23)c(C(=O)OC)c1C	i	0.14
CCN(CC)CCNC(=O)C(=O)Nc1cc2c3c(c1)CCN3C(=O)CC2	i	-0.66
CCc1nc(CN(C)C(=O)C2CCC(=O)N(Cc3cccc(F)c3)C2)no1 (stereo not given)	i	0.66
O=C1NC(=S)N/C1=C/c1cccc([N+](=O)[O-])c1O	i	0.88
Cc1ccnc(SCc2cc(=O)c(OC(=O)c3ccc(S(=O)(=O)N(C)C)cc3)co2)n1	-6.5*	0.61
Cc1ccc(S(=O)(=O)N2CCC(C(=O)N3CCC3)CC2)cc1	i	-1
